Screens: PubChem, several laboratories
Mtb RmlCD inh: M. tuberculosis RmlC/RmlD coupled enzyme inhibitors, primary screen, biochemical, compound mixtures, 384-well, from 1536-well plates | dTDP-4-dehydrorhamnose reductase (Mycobacterium tuberculosis (strain ATCC 25618 / H37Rv)) … | RmlC+RmlD coupled enzyme assay, percent inhibition; primary screen in compound mixtures | inhibition, % at 3.6 µM | actives 0.03% (n = 160,000); in the data active = inhibition mostly above about 34%, no sharp cut-off; note: some results filed as inactive read as strong as hits
Target sequence (P9WH09 whole entry, looked up): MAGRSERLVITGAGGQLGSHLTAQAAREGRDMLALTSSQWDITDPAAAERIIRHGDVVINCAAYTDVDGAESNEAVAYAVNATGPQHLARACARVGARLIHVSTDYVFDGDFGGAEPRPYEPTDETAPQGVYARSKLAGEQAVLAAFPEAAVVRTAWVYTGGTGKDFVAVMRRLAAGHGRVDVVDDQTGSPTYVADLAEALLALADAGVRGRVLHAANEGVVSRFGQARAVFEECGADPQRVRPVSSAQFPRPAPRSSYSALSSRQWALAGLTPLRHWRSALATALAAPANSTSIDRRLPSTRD
Target sequence (P9WH11 whole entry, looked up): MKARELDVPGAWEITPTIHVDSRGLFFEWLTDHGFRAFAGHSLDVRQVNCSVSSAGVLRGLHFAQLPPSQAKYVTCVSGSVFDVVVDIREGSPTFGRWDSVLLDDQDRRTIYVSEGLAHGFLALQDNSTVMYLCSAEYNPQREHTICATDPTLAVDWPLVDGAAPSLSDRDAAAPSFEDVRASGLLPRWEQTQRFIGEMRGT
M. tuberculosis GlmU: inhibition of mycobacterial GlmU enzyme – biochemical, glucosamine-1-phosphate acetyltransferase (AID 1376); inhibition, %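 (tested at 30 µM in the primary screen)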; hits with a dose series show IC50 in µM; M. tuberculosis GlmU acetyltransferase enzyme assay; higher % means a stronger effect; actives 0.25% (n = 220,000); Bifunctional protein GlmU (Mycobacterium tuberculosis (strain ATCC 25618 / H37Rv)); in the data active = inhibition above about 13%;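 note: 0% = complete reaction with vehicle and 100% = reaction without substrate; strong numbers were not always called active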
Starred values were filed as active, the others as inactive; . = not tested or not shown.

SMILES | Mtb RmlCD inh | M. tuberculosis GlmU
COC(=O)c1ccc(C2CC(=O)Nc3cc(OC)c(OC)c(OC)c32)cc1 (centres undefined) | 4 | -1.7%
O=C(c1ccc(Cl)cc1)C1CCCN(Cc2cccc3cnccc23)C1 (centres undefined) | . | 1.1%
CN(C)CC(C)(C)CNC(=O)c1cc(Br)cc(Br)c1O | -14 | 5.0%
CCc1nnc(NC(=O)C=C(C)C)s1 | . | -1.9%
CC1CCCC/C1=N\Nc1ccc(S(N)(=O)=O)cc1[N+](=O)[O-] (centres undefined) | 16 | -5.3%
CCCOC(=O)c1cc(NC(=O)/C=C/c2ccccc2)ccc1O | . | 0.3%
O=C(c1cc(-c2ccccc2O)on1)N1CCc2ccccc2C1 | -4 | 2.6%
CCN1C(=O)S/C(=C/c2ccc(Oc3ccc([N+](=O)[O-])cn3)c(OC)c2)C1=O | -7 | 11%
CC(NC(=O)c1ccc(Cl)c(Cl)c1)c1ccc(-c2ccccc2)cc1 (centres undefined) | . | -0.6%
Cc1ccsc1C(=O)C1CCCN(Cc2cnc(N3CCOCC3)s2)C1 (centres undefined) | . | -7.7%
O=C(Nc1ccc(O)c(-c2nc3ccccc3s2)c1)c1cc(=O)c2ccccc2o1 | 1 | 2.7%
Cc1cc(Br)ccc1NC(=O)C1CCCO1 (centres undefined) | 5 | 3.3%
Cc1ccccc1/C=N/Nc1ccc(Cl)nn1 | -10 | 0.3%
CC(NC(=O)c1ccc(Cl)cc1)C(=O)N1CCCCC1 (centres undefined) | 6 | .
Cn1nnc2cc(C(=O)Nc3ccccc3)ccc21 | 2 | -6.2%
CCCN1C2CCCC1CC(NC(=O)c1ccc(F)cc1)C2 (centres undefined) | 0 | 5.7%
Cc1cc(C(=O)Nc2c(C)nn(Cc3ccccc3Cl)c2C)no1 | -6 | 1.8%
COc1ccc(Cl)cc1C(=O)Nc1nnn(C)n1 | . | -4.1%
O=S(=O)(N1CCCCC1)N1CCCN(S(=O)(=O)N2CCCCC2)CC1 | . | 3.5%
COc1cccc(C(=O)Cn2c(=O)n(CC3CCCO3)c(=O)c3ccccc32)c1 (centres undefined) | 16 | 9.8%
COc1ccc(-c2cc(C(F)(F)F)n3ncc(C(=O)Nc4c(C)n(C)n(-c5ccccc5)c4=O)c3n2)cc1 | 3 | 6.7%
COc1ccc(C(=O)/C=C/Nc2ccc(S(=O)(=O)Nc3nc(C)cc(C)n3)cc2)cc1OC | 5 | 3.4%
CC(NC(=O)Nc1ccc(Br)cc1)C(C)(C)C (centres undefined) | -10 | 5.5%
COc1ccc(C)cc1S(=O)(=O)N(CC(=O)Nc1cccc([N+](=O)[O-])c1)c1ccc(C)cc1 | 9 | -0.5%
c1ccc(CSc2nnc(NC3=NCCCCC3)s2)cc1 | -9 | 1.5%
COc1ccc(C2NCc3ccccc3-n3cccc32)cc1 (centres undefined) | 11 | 9.1%
Cc1ccc2[nH]c(=O)c(CN(Cc3nnnn3Cc3ccccc3)C3CCCC3)cc2c1 | . | 0.3%
Cc1ccc2c(c1)N(N=O)CCC2 | 0 | 1.0%
N#CCCn1cc(/C=N/NC(=O)c2ccncc2)c(-c2ccccc2)n1 | . | -11%
Cc1ccc(S(=O)(=O)N2CCC(n3nnc4cc(C)ccc43)CC2)cc1 | . | -2.1%
CCOC(=O)C(CO)(NC(C)=O)C(=O)OCC | 5 | 0.4%
COCCCNC(=O)c1ccc(-c2csc(C)n2)cc1 | 8 | 3.8%
c1cn(CCCNC2=NCCCCC2)cn1 | -9 | -4.1%
O=C(NNC(=O)c1ccc(Oc2cc(Cl)cc(Cl)c2)o1)c1ccccc1 | -9 | -4.2%
NC(=O)CSc1oc(-c2cccs2)nc1S(=O)(=O)c1ccccc1 | -11 | -2.8%
O=C(CCCn1c(SCC(=O)NCC2CCCO2)nc2ccccc2c1=O)NCc1ccccc1 (centres undefined) | -4 | -4.5%
O=C(CCc1nnc(CCCc2ccccc2)o1)NCCc1ccco1 | 7 | 6.5%
CN(Cc1ccccc1)C(=O)c1ccco1 | -4 | 7.2%
Cc1cc(NC(=O)CCCC(=O)O)nc(C)n1 | . | -4.8%
Cc1nn(-c2ccccc2)c(N2CCCCC2)c1/C=N/O | . | 1.6%
COC(=O)C1=C(C)NC(=O)/C1=C\c1cc(C)n(-c2ccc(F)cc2)c1C | 10 | -2.8%
CC(C)NC(=O)NC(=O)COc1cccc2c1OC(C)(C)C2 | . | 1.3%
Cc1ccc(NC(=O)C(NS(=O)(=O)c2cccc3nsnc23)C(C)C)nc1 (centres undefined) | -9 | 2.3%
O=C1CNC(=O)N1Cc1ccc(Br)cc1 | . | -0.7%
CCc1ccc2c(COC(=O)CNS(=O)(=O)c3ccc(NC(C)=O)cc3)cc(=O)oc2c1 | 3 | -3.0%
CCCn1c(SCC(=O)Nc2nnc(C)s2)nnc1-c1ccoc1C | -8 | -0.7%
O=C(c1ccc(CN2CCOCC2)cc1)N1CCC(Cc2ccccc2)CC1 | 5 | -5.0%
COc1ccc(N/N=C(\C#N)C(=O)NCCc2ccc(OC)c(OC)c2)cc1 | 6 | 0.9%
Oc1ccc(CCC2CCCCN2Cc2nc(C3CC3)no2)cc1 (centres undefined) | -13 | 3.3%
O=C(NCc1cccs1)c1csc2c1CCCCC2 | 11 | 1.7%
Cc1ccc(C(=O)NC(=S)NCc2cccnc2)c(C)c1 | 10 | -3.1%
CCOCCCn1c(SCC(=O)Nc2cc(C(C)(C)C)nn2-c2ccccc2)nc2ccccc2c1=O | -5 | -5.3%
CN(C)c1nc(SCCOC(=O)Nc2ccccc2)nc(N(C)C)n1 | . | 5.4%
Cc1cc(C)c(C#N)c(SCC(=O)Nc2ccccc2C)n1 | -9 | 1.5%
CCCCNC(C(=O)Nc1ccc(Cl)c([N+](=O)[O-])c1)c1ccccc1 (centres undefined) | 8 | 2.0%
Cc1ccnc(NS(=O)(=O)c2ccc(NC(=O)Cc3cccs3)cc2)n1 | -3 | -3.5%
COc1ccc(C2NC(=S)N(c3ccccc3)C(C)=C2C(=O)Nc2ccccc2)cc1 (centres undefined) | . | 0.2%
O=C(N/N=C/c1ccc[nH]1)c1cc(-c2ccc(Cl)cc2)nc2ccccc12 | . | 2.0%
COCCn1c(SCC(=O)NNC(=O)c2ccc(OC)c(OC)c2)nc2ccccc2c1=O | 8 | -4.9%
C/C(=N\N=C1/NC(=O)C(C)S1)c1ccco1 (centres undefined) | 6 | 0.7%

Fetched one by one from above (3):
SMILES | Mtb RmlCD inh | M. tuberculosis GlmU
O=C(N/N=C/c1ccc[nH]1)c1cc(-c2ccc(Cl)cc2)nc2ccccc12 | . | 2.0%
CCc1ccc2c(COC(=O)CNS(=O)(=O)c3ccc(NC(C)=O)cc3)cc(=O)oc2c1 | 3 | -3.0%
COc1ccc(C2NC(=S)N(c3ccccc3)C(C)=C2C(=O)Nc2ccccc2)cc1 (centres undefined) | . | 0.2%

(further entries)
SMILES | Mtb RmlCD inh | M. tuberculosis GlmU
COc1ccc(/C=N/NC(=O)COc2cccc3cccnc23)cc1OC | -9 | -4.7%
Cc1ccc(Sc2cc(C)nc(-c3ccccn3)n2)cc1 | -7 | -5.3%
COc1ccc(NC(=S)N(CCCN2CCCCC2)Cc2cccs2)cc1 | -1 | -8.1%
O=C(CSc1nnc(-c2ccncc2)n1-c1ccc(Cl)cc1)Nc1ccc(C(=O)O)cc1 | 70 | -0.7%
O=C(O)c1cccc(NC(=S)NC(=O)C(c2ccccc2)c2ccccc2)c1 | 5 | 1.1%
CCn1c(SCC(=O)NCc2ccco2)nnc1-c1cccs1 | -4 | -2.7%
Cc1ccccc1C(=O)Nc1ccc(Cl)cn1 | . | 7.2%
COc1ccc(OC)c2c(C)cc(N3CCN(C(=O)c4ccc(C)cc4)CC3)nc12 | 2 | 3.7%
O=C(O)Cc1ccc(-n2cccc2)cc1 | -7 | 6.8%
CC1=N/C(=C/c2ccco2)C(=O)O1 | 4 | 1.6%
O=C(COC(=O)C1CCN(S(=O)(=O)c2ccccc2)CC1)NC(=O)c1ccc(OC(F)F)cc1 | 2 | 2.7%
CCOc1c(Cl)cc(C2NC(=O)NC(C)=C2C(=O)NCc2ccccc2)cc1OC (centres undefined) | -15 | -0.3%
Cc1ccc(C2OCC3(CO)COC(c4ccc(C)cc4)N23)cc1 (centres undefined) | . | -0.7%
COC(=O)CC1=NN(c2nc3ccccc3s2)C(=O)/C1=C/N(C)C | 4 | -3.2%
CSc1c(SCc2ccccc2)cnn(-c2ccccc2)c1=O | 2 | 3.4%
COc1ccc(Nc2cc(=O)n(C3CCCCC3)c(=O)[nH]2)c(OC)c1 | -8 | -1.5%
Cc1ccc(NC(=O)NC(=O)CSc2nnc(-c3ccc(OC(F)F)cc3)n2N)c(C)c1 | 11 | 1.8%
O=C(C/C=N\O)Nc1ccc(Oc2ccccc2)cc1 | -11 | -0.7%
Cc1ccsc1C(=CCCN1CCC[C@@H](C(=O)O)C1)c1sccc1C | . | 3.0%
O=C(O)c1cccc(S(=O)(=O)NCCC(c2ccccc2)c2ccccc2)c1 | 3 | 3.2%
CCOP(=O)(OCC)c1nc(-c2ccccc2Cl)oc1N1CCOCC1 | -9 | -1.1%
O=C(c1cc(COc2ccc3ncccc3c2)on1)N1CCC(O)CC1 | . | 6.7%
Cc1ccc(C2CC2C(=O)NNC(=S)Nc2cccc(Cl)c2)cc1 (centres undefined) | . | 6.4%
Cc1cc(C)n(CC(C)NCc2cn[nH]c2-c2cccc3ccccc23)n1 (centres undefined) | -3 | 1.3%
Cc1ccc(NC(=O)CSc2nnc(CN3CCOCC3)n2-c2ccccc2)cc1 | . | 3.4%
CCc1ccc(OCC(=O)NC(C)C)cc1 | -1 | -1.5%
CC(=O)c1c(C)[nH]c(C(=O)CSc2nc3ccccc3c(=O)n2CCCN2CCOCC2)c1C | 41 | -2.4%
CCOC(=O)C1C(=O)C=C(c2ccc(C)cc2)CC1c1ccco1 (centres undefined) | . | 3.4%
COc1ccc(NC(=O)c2ccccc2SC)c(OC)c1 | -5 | 0.2%
C=CCn1c(CSCc2ccc(C)cc2)nnc1SCC(=O)NCc1ccccc1 | -5 | 5.7%
Cc1ccc(C2CC(c3cccs3)=NN2C(=O)c2ccc(Br)o2)cc1 (centres undefined) | . | -3.0%
CC(O)(CS(=O)(=O)Cc1ccccc1Cl)C(=O)Nc1cccc(C(F)(F)F)c1 (centres undefined) | . | -0.7%
Cc1cc(=O)n2[nH]c(-c3sccc3-n3c(C)ccc3C)cc2n1 | 1 | 0.1%
COc1ccc(C2CC(c3ccc(Cl)cc3Cl)Nc3nc(N)nn32)cc1OC (centres undefined) | . | -3.2%
COc1ccccc1/C=N/NC(=O)c1ccc(CN2C(=O)c3cccc4cccc2c34)cc1 | . | 2.8%
Cc1ccc(S(=O)(=O)NCC(=O)OCN2C(=O)c3ccccc3C2=O)cc1 | -6 | 1.3%
N#C/C(=C(/O)CSc1ncn[nH]1)c1nc2ccccc2[nH]1 | 5 | 4.2%
C=CCNC(=O)c1ccc(-c2nc(-c3ccc(Cl)cc3Cl)cs2)cc1 | 5 | -2.4%
COc1ccccc1C(=O)NC(CCSC)C(=O)NCC(c1ccco1)N(C)C (centres undefined) | 16 | -4.6%
Nc1c(C(=O)OC2CCCCC2)c2nc3ccccc3nc2n1CC1CCCO1 (centres undefined) | 9 | .

In the list so far, these have an NH in an aromatic ring:
SMILES | Mtb RmlCD inh | M. tuberculosis GlmU
Cc1ccc2[nH]c(=O)c(CN(Cc3nnnn3Cc3ccccc3)C3CCCC3)cc2c1 | . | 0.3%
O=C(N/N=C/c1ccc[nH]1)c1cc(-c2ccc(Cl)cc2)nc2ccccc12 | . | 2.0%
COc1ccc(Nc2cc(=O)n(C3CCCCC3)c(=O)[nH]2)c(OC)c1 | -8 | -1.5%
Cc1cc(C)n(CC(C)NCc2cn[nH]c2-c2cccc3ccccc23)n1 (centres undefined) | -3 | 1.3%
CC(=O)c1c(C)[nH]c(C(=O)CSc2nc3ccccc3c(=O)n2CCCN2CCOCC2)c1C | 41 | -2.4%
Cc1cc(=O)n2[nH]c(-c3sccc3-n3c(C)ccc3C)cc2n1 | 1 | 0.1%
N#C/C(=C(/O)CSc1ncn[nH]1)c1nc2ccccc2[nH]1 | 5 | 4.2%

(listing goes on)
SMILES | Mtb RmlCD inh | M. tuberculosis GlmU
CCN(CC)S(=O)(=O)c1ccc(Oc2cccc(C(C)=O)c2)nc1 | -5 | -2.7%
CC(=O)Oc1cccc(N2C(=O)C3C4C=CC(C4=C(C)C)C3C2=O)c1 (centres undefined) | 9 | -3.7%
CCn1c(=O)cc(OCC(=O)Nc2ccc(C)cn2)c2ccccc21 | . | 0.2%
Cc1ccc2nc(-c3ccc(SCC(=O)N4CCc5ccccc54)nc3)[nH]c2c1 | 1 | 12%
S=C(NCc1ccccc1)N1CCn2cccc2C1c1ccncc1 (centres undefined) | . | -3.8%
COc1ccc(SCc2noc(C(=O)NC(C)C)c2C(=O)O)cc1 | . | -2.8%
CC(=O)Oc1ccc(C(C)=O)c2c1OCCO2 | 7 | 3.3%
COC(=O)c1cc(C(=O)NCCCN2CCOCC2)cc([N+](=O)[O-])c1 | 6 | -1.6%
CCO[C@H]1OC(C(=O)N2CCN(Cc3ccc4c(c3)OCO4)CC2)=C[C@@H](C2CCCCC2)[C@@H]1CCCO | . | 1.4%
O=C1N[C@@H](Cc2cn(S(=O)(=O)c3ccc([N+](=O)[O-])cc3)c3ccccc23)C(=O)N[C@H]1Cc1ccccc1 | . | -2.3%

This is a subset; count on the stated rates, not on these rows.
